DAGLB inhibitor: diacylglycerol lipase beta (human) inhibition; Q8NCG7; HEK293T DAGLB membrane lysate, EnzChek fluorogenic substrate; inhibition, % at 5.17 µM; actives 0.059% (n = 340,000); in the data active = inhibition above about 34%;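 also: 0% = enzyme with vehicle and 100% = wells lacking enzyme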
HTR5A ag ctr: HTR5A agonism, opioid heterodimer counter-screen | P47898 | HTR5A agonist assay, luminescence, cell-based | activation, % at 9.3 µM | actives 0.61% (n = 340,000) | AID 504692; in the data active = activation mostly above about 9.5%, no sharp cut-off; inactive = mostly below about 7.6%;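 also: 0% = cells with vehicle only and 100% = reference agonist; strong numbers were not always called active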
Ecoli viability: bacterial growth inhibition, counter-screen for AddAB inhibitors | inhibition, % at 11.9 µM | E. coli V3065 growth, OD600 absorbance, 18 h | AID 449728 | actives 0.27% (n = 330,000);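 active = inhibition above the campaign's mean inhibition across all tested compounds plus 3 SD, cut at about 9.9% in these data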;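 also: uninfected addAB+ strain grown without phage in ampicillin broth; 0% = DMSO wells and 100% = ciprofloxacin 0.95 µg/ml wells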
SUMO Mot1 rescue: blocks SUMOylation pathway, rescuing yeast Mot1-301 growth; S. cerevisiae Mot1-301 growth rescue, ATP luminescence, 38.5C; percent above DMSO median, 100 means doubled; growth rescue, % at 18.8 µM; actives 1% (n = 320,000);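 active = every valid replicate shows activation above 250% relative to neutral control wells; inactive = the rest, any valid replicate at or below 250%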;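 also: OY570 slx delta 5 strain wells were the positive control but not used for scaling; some compounds called inactive have numbers as strong as hits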
Tat transport: blocks Tat-dependent protein export in E. coli | E. coli MC4100 TorA-mCherry Tat export, fluorescence | inhibition, % at 10 µM | AID 488895 | actives 0.036% (n = 340,000);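 active = mean replicate inhibition at least 50% and at least half of replicates individually reaching 50%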;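 also: exported cargo escapes ClpAP degradation while cytoplasmic cargo is degraded and loses fluorescence; 0% = median of neutral control wells and 100% = median of NaSCN control wells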
PKA-R1A act: activators of PKA-R1A complex; P00514+P68181; PKA-R1A dissociation, Cy5-IP20 fluorescence polarization; scaled: DMSO 0%, 113 µM cGMP 100%; activation, % at 11.4 µM; actives 0.083% (n = 340,000); AID 504707;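 active = percent activation above the mean of all tested compounds plus 3 SD, cut at about 19% in these data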;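 also: higher means more PKAc released from R1A so a rise in polarization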
HTR5A inv ctr: inverse agonist of human HTR5A in OPRM1-OPRD1 counter-screen. P47898. HTR5A cell line, luminescence, inverse agonism. inhibition, % at 9.3 µM. actives 0.083% (n = 340,000). AID 504634; in the data active = inhibition mostly above about 23%, no sharp cut-off; inactive = mostly below about 18%;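 also: 0% = cells with DMSO and 100% = no-cell wells with DMSO; some compounds called inactive have numbers as strong as hits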
CDK5 p35 inh: CDK5/p35 (human) kinase inhibition | Q00535+Q15078 | Recombinant CDK5/p35, ADP-Glo luminescence, 60 min | inhibition, % at 10 µM | actives 0.01% (n = 330,000);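 active = highest replicate inhibition of at least 50% and at least 75% of replicates reaching 50%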;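 also: plate controls were DMSO neutral control for no effect and GW8510 at 10 µM for full effect; many of its hits are not listed in these tables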
Target sequence (Q00535 whole entry, looked up): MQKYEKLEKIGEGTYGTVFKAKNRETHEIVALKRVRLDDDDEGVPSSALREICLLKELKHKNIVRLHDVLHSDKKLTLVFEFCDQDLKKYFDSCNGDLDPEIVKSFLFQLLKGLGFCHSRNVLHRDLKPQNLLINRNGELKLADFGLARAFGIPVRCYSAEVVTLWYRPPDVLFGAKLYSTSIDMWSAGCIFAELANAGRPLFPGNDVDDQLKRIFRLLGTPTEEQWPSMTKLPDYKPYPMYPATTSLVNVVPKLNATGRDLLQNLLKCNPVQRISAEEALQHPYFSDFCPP
Target sequence (Q15078 whole entry, looked up): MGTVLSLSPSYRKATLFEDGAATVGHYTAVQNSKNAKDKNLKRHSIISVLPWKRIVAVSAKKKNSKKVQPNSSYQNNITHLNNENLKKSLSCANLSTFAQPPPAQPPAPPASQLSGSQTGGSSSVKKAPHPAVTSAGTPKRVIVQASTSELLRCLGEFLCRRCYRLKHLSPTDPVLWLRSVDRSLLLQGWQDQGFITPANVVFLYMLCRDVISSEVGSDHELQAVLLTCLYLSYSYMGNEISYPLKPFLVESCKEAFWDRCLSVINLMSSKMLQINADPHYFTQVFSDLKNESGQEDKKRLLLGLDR
phage Ecoli inh: E. coli growth loss with phage present; inhibition, % at 11.9 µM; actives 0.26% (n = 360,000); growth absorbance; AID 651602; in the data active = inhibition above about 11%
PKA-R2B activ: activates the human PKA-R2B holoenzyme complex | activation, % at 11.4 µM | PKA-R2B holoenzyme dissociation, Cy5-IP20 fluorescence polarization; R2B truncated from residue 108, S112A mutant; 0% DMSO only, 100% 113 µM cGMP | actives 0.079% (n = 340,000);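 active = activation above a cutoff set at the mean over all compounds plus 3 SD, cut at about 18% in these data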;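 also: higher means more holoenzyme dissociation and a rise in polarization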
Target sequence (P31323 whole entry, looked up, other chains not shown, the tested form may be a part): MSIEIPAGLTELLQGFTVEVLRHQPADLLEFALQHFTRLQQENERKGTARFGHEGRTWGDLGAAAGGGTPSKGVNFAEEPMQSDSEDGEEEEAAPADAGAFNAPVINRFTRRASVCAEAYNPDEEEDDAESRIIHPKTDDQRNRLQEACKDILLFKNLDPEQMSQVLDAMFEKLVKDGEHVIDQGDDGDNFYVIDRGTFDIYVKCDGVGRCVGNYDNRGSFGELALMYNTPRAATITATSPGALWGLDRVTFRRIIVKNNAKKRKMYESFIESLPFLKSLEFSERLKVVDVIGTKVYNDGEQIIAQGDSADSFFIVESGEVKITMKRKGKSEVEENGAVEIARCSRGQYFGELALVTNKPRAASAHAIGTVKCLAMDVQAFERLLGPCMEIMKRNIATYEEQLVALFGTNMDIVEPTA
AddAB inh: less growth of phage-infected E. coli with AddAB; E. coli expressing H. pylori AddAB, absorbance growth; inhibition, % at 11.9 µM; actives 0.29% (n = 330,000); in the data active = inhibition above about 12%;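 also: 0% = vehicle wells of infected cells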
* marks the source's active call; other numbers are inactive results; . = no result given.

cpd	molecule	DAGLB inhibitor	HTR5A ag ctr	Ecoli viability	SUMO Mot1 rescue	Tat transport	PKA-R1A act	HTR5A inv ctr	CDK5 p35 inh	phage Ecoli inh	PKA-R2B activ	AddAB inh
1	CCN(CC)c1ccc(NC(=O)CN2CCN(CC(=O)Nc3ccccc3OC)CC2)cc1	-4	0	-0.5	13	-6	2	0	-3.5	1.4	-4	-1.0
2	CCc1ccc(NC(=O)C2CC(=O)N(C(C)C)C2)cc1 (stereo not given)	-2	8	-1.7	-10	-5	0	-22	-0.7	3.2	-3	3.6
3	C=C(Br)Cn1c(CCCC)nc2ccccc21	1	-3	-2.1	.	-3	2	8	-0.1	0.8	-4	-0.5
4	Cc1ccc(N=C2N=C(N)c3ccccc32)cc1C	0	-1	1.2	3	-5	-18	20	0.6	0.6	-5	0.3
5	Cc1noc(C)c1CSCC(=O)Nc1ccc(OC(F)F)c(Cl)c1	-1	4	-0.9	1	5	0	-4	1.3	1.1	-1	-0.4
6	CCSc1nc2c(c(=O)[nH]1)C(c1ccccn1)C1=C(CC(C)(C)CC1=O)N2 (stereo not given)	-1	-3	0.5	-9	2	-7	-8	1.4	0.1	7	2.3
7	C/C(=N\Nc1ccc([N+](=O)[O-])cc1[N+](=O)[O-])C(C)C(C)C (stereo not given)	-7	0	5.5	6	6	-1	0	0.6	2.7	2	3.1
8	COc1ccc(C(O)c2nc3ccccc3n2C(C)C)cc1 (stereo not given)	1	4	1.6	10	0	-12	18	1.8	0.3	-2	4.2
9	CN1CCN(CC(=O)Nc2cccc([N+](=O)[O-])c2)CC1	0	14	-0.5	-17	-7	-14	35	2.4	2.5	-6	1.4
10	CNS(=O)(=O)c1ccc(NC(=S)Nc2ccc3c(c2)OCO3)cc1	3	-1	-2.2	-6	-1	-11	3	0.4	2.6	12	0.9
11	CC1(C)CC(=O)C(c2ccccc2)(c2ccccc2)C(=O)C1	-3	2	.	.	5	9	-8	-6.2	3.2	0	.
12	Cc1ccc(N2CC(O)=C(c3nc4ccccc4c(=O)[nH]3)C2=N)cc1C	-2	-5	-2.0	16	4	3	12	0.5	5.3	-3	-0.8
13	CCn1c(=O)n(CC)c2cc(S(=O)(=O)Nc3cc(C)cc(C)c3C#N)ccc21	1	-8	0.7	5	-16	7	24	1.5	3.0	14	3.1
14	COc1ccc(C2=NN(CCC(=O)NCc3cccs3)C(=O)CC2)cc1	2	2	-2.4	1	-7	-2	-7	0.1	0.9	5	-0.6
15	COc1ccc(-c2nnnn2CCc2ccccc2)cc1	0	-4	0.4	11	14	2	15	3.0	2.0	-8	-0.3
16	OC(COc1ccc2cc(Br)ccc2c1)CN1CCOCC1 (stereo not given)	2	-2	2.5	61	1	-12	-11	3.4	1.8	-4	2.1
17	CCNc1nc(NCC)nc(N(n2cnnc2)S(=O)(=O)c2ccc(C)cc2)n1	-2	0	0.5	310*	-8	-4	-3	-1.7	2.7	2	-1.7
18	O=C(Nc1ccc(F)cc1)c1cc(Cl)sc1Cl	0	0	-1.3	.	-7	-7	1	-0.2	3.1	-4	0.8
19	O=C(O)CC(NCc1ccco1)C(=O)OCCCl (stereo not given)	1	2	0.2	519	20	-10	-5	0.9	3.4	-9	1.0
20	CCC(=O)N1CCc2cc(S(=O)(=O)N(CC)c3cccc(C)c3)ccc21	-1	0	-1.9	10	-1	-4	16	0.8	2.4	2	-2.7
21	CC1CCCCN1CCNC(=O)Cn1nc(-c2ccccc2)ccc1=O (stereo not given)	-1	-2	-0.4	253	-7	-8	9	2.0	2.7	-3	5.1
22	CCOC(=O)C1(CCOC)CCN(C(=O)c2sccc2C)CC1	-2	2	1.6	8	-2	1	-12	-0.4	2.4	-1	4.0
23	O=C1CC(N2CCC(c3nc4ccccc4o3)CC2)C(=O)N1c1ccc(F)cc1 (stereo not given)	-2	-1	-0.2	34	-2	-5	3	-0.1	2.5	-7	1.4
24	Cc1nonc1NC(=O)OCCN1CCOC1=O	-4	1	-1.2	-18	0	-11	18	0.4	.	1	-3.0
25	CCOC(=O)C1CCN(C(=O)CCC(=O)NCCc2ccc(Cl)cc2)CC1	-2	6	1.6	-5	3	5	-14	0.6	0.1	-7	0.4
26	CC1=C(C(=O)OCCNC(=O)c2ccccc2O)C(c2ccccc2[N+](=O)[O-])C(C(=O)OCC2CCCO2)=C(C)N1 (stereo not given)	-3	-3	-1.2	-5	6	-9	15	3.1	1.8	-4	2.6
27	COc1ccc(CC(=O)Nc2ccc(S(=O)(=O)N3CCCC3)cc2)cc1OC	-3	5	-1.1	15	-5	-2	-18	-1.0	2.9	-3	0.6
28	COCCNC(=S)N(CCc1c(C)[nH]c2ccc(F)cc12)Cc1ccco1	1	3	-1.0	9	17	-17	-13	0.5	-2.3	-2	1.1
29	CCN(CC(=O)Nc1ccc2c(c1)OCCO2)C(=O)c1cc(=O)[nH]c2ccccc12	2	5	2.1	13	-2	1	-29	-0.1	0.5	-11	0.0
30	CN(C)S(=O)(=O)c1cccc(COc2ccccc2C(=O)Nc2ccccc2)c1	-2	0	-0.8	8	10	-8	-2	0.3	2.0	1	1.1
31	Cc1cc(C)nc(N/N=C/c2ccncc2)n1	0	2	-2.1	15	-3	-10	-6	-0.2	0.6	-1	0.7
32	O=C(NC(=S)NNC(=O)c1cccs1)c1ccc(Br)o1	5	-4	-3.5	-22	8	4	0	1.0	-0.3	3	0.1
33	COc1ccc(NC(=O)CN2CCCCC2)cc1	2	-3	0.5	-8	-4	6	-15	-2.1	1.6	-3	0.4
34	Cc1ccc(NS(=O)(=O)c2c(C)[nH]c(=O)[nH]c2=O)cc1F	1	-1	.	6	-8	5	2	1.6	-0.2	-11	.
35	Nc1nnnn1/N=C/c1ccccc1	-5	2	.	13	-4	-3	-6	0.7	1.3	-4	.
36	COC(=O)[C@H](C)N(Cc1ccc(Cl)c(Cl)c1)S(=O)(=O)CCN1CCCC1	-1	-1	0.0	.	-3	-3	1	-0.1	1.2	1	-0.6
37	O=C(COC(=O)c1cc([N+](=O)[O-])ccc1N1CCOCC1)c1ccc(OC(F)F)cc1OC(F)F	0	1	-2.7	17	-5	3	14	1.6	1.4	-11	-2.7
38	O=C(Nc1ccccc1)N(Cc1ccc2c(c1)OCO2)Cc1nc2ccccc2c(=O)[nH]1	0	0	0.3	821	-2	-4	-9	1.8	-0.3	8	3.0
39	O=C(CCn1nnnc1CN1CCOCC1)N1CCC(c2cccc(Cl)c2)C1 (stereo not given)	0	5	-1.3	-5	-3	13	-21	1.6	2.6	3	-0.6
40	Cc1ccc(-c2nc3s/c(=C\c4ccco4)c(=O)n3n2)cc1	0	-3	0.2	6	1	-10	15	-2.1	-3.6	-9	3.7
41	Cc1ccc2c(c1)CCCN2C(=O)c1cc2ccccc2oc1=O	1	-1	2.0	2	-2	-11	-6	-0.3	3.6	-4	-0.6
42	COc1ccc(/C=C/C(=O)C23CC4CC(CC(C4)C2)C3)cc1CN1CCOCC1	-4	-2	-2.1	-4	-2	0	-10	-0.5	3.7	-3	1.0
43	COc1ccc(Br)cc1C(=O)Nc1cccc(NC(=O)c2ccco2)c1	-1	0	0.1	21	3	-4	9	-0.1	3.1	2	3.6
44	Cc1cccc(OC(C)C(=O)NC2CCS(=O)(=O)C2)c1C (stereo not given)	0	3	-1.3	-7	1	7	-3	0.6	.	-2	1.6
45	CC(=O)c1cccc(NC(=O)CN(c2ccc(F)cc2)S(C)(=O)=O)c1	0	-5	-1.5	-3	-1	3	0	-0.6	1.3	-4	-0.9
46	COc1cccc(=O)c2c(C)n(-c3cc(C)cc(C)c3)c(C)c12	5	-2	-3.0	-24	2	-7	7	1.3	3.2	2	-3.1
47	Cc1ccc(Nc2nc(N)nc(CSC(=S)N3CCOCC3)n2)c(C)c1	1	1	-1.6	14	7	0	-3	1.1	3.8	-3	2.0
48	CCOc1ccc(/C(C)=N/N2C(=O)C(CC(=O)Nc3ccc(OC)cc3[N+](=O)[O-])SC2=Nc2cccc(C)c2C)cc1 (stereo not given)	0	0	-0.2	6	4	4	10	-0.2	4.4	1	1.0
49	Cn1nc([N+](=O)[O-])nc1Sc1ccc(C(C)(C)C)cc1	-1	-4	2.5	9	-3	-6	9	-0.5	1.6	-10	1.0
50	CC(C)CCn1c(O)c(N=NC(=O)Cn2ccc(C(F)(F)F)n2)c2ccccc21	-1	-6	0.2	-3	-4	-17	15	0.5	2.5	3	4.9
51	CCCn1c(N2CCN(CC(=O)NCc3cccs3)CC2)nc2ccccc21	0	4	0.4	.	4	0	-10	-1.9	1.6	-10	0.7
52	Cc1ccccc1-c1nc(CN(C)C(C)c2ccon2)c(C)o1 (stereo not given)	-1	4	3.2	-12	1	-5	-11	0.8	3.8	5	3.0
53	C[C@@H]1CC=C[C@H]2[C@H]1C(=O)N(Cc1ccccc1)[C@H]2c1ccc(F)c(-c2ccc(N(C)C)cc2)c1	-13	3	-0.3	-12	-5	3	13	-1.6	3.9	-9	0.9
54	COc1ccc(CCc2nnc(CCC(=O)N(C)Cc3ccncc3C)o2)cc1	-1	1	1.5	-22	3	5	4	0.7	2.1	-17	-0.8
55	O=C(Nc1ccc(C(=O)N2CCN(c3ccccc3F)CC2)cc1)C1=CSCCO1	0	1	-1.1	0	3	-13	-4	0.6	3.1	8	3.5
56	CCCN1CCN(C(=O)CN2C(=O)COc3ccc(S(=O)(=O)N(CC)CC)cc32)CC1	-6	1	-1.4	.	-1	2	1	1.5	1.8	10	2.6
57	O=C(NCC(c1ccco1)N1CCc2ccccc21)c1cccc(F)c1 (stereo not given)	-4	4	1.3	15	-4	-11	-9	-2.6	4.8	-7	1.6
58	CN1CC2(C)OC(=O)C(Cl)=C2CC1c1ccccc1 (stereo not given)	-1	-3	0.4	431*	5	0	-1	0.5	0.8	8	1.2
59	O/N=C1\CCCCc2ccccc21	0	2	-2.5	-12	11	0	4	-0.8	0.3	-9	1.1
60	CCN(C(=O)CSc1nnc(-c2ccc(OC)cc2)n1C(C)C)C1CCS(=O)(=O)C1 (stereo not given)	-1	-2	-1.9	-1	8	1	8	0.4	-1.9	-1	2.0

Other structures:
cpd	molecule	DAGLB inhibitor	HTR5A ag ctr	Ecoli viability	SUMO Mot1 rescue	Tat transport	PKA-R1A act	HTR5A inv ctr	CDK5 p35 inh	phage Ecoli inh	PKA-R2B activ	AddAB inh
61	CNc1nc(N)c(C(=O)C(C)(C)C)s1	0	2	0.3	8	-1	-1	-6	-3.7	0.8	0	1.1
62	CCn1ccc(C(=O)Nc2ccc(N(C)C(C)=O)cc2)n1	-2	2	-1.2	-2	-5	-6	-9	0.3	1.2	0	1.5
63	COc1ccc(N(CC(=O)NCc2ccccc2)S(C)(=O)=O)cc1	-2	7	-1.0	-5	3	-6	-10	-0.2	5.4	4	1.4
64	COc1ccc2c(c1)CCC1C2CCC2(C)C(O)C(=O)CC12 (stereo not given)	-1	3	.	.	4	-5	-10	0.2	3.2	-3	.

Compound activity deposited in PubChem BioAssay by several laboratories.

Compounds were not picked by outcome; overall some 2.3% were active at least once.
